PV pol inh: poliovirus RNA polymerase inhibition | % elongation, % (compound at 16.7 µg/mL) | 0.66% of 150,000 active | P03300 | poliovirus polymerase elongation, fluorescence polarization; stronger effect = lower value; in the data active = % elongation below about 90%; note: some results filed as inactive read as strong as hits
Target sequence (P03300 1749-2209 limits assumed): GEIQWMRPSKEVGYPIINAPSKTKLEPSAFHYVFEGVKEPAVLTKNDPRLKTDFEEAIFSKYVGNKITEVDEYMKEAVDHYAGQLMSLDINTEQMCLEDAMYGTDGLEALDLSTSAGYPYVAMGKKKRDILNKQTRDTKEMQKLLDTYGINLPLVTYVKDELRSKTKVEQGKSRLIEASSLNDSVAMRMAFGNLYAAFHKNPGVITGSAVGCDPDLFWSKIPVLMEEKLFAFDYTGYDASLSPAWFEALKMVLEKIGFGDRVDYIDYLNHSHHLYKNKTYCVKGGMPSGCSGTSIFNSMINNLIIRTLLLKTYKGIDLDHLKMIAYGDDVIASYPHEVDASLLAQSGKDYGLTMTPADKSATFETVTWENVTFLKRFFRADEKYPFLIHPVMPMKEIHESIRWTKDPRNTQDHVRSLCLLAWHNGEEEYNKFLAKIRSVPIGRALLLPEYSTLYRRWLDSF
PV pol inh FP z-score: second read-out of PV pol inh, no call of its own (marks repeat the call); z-score; measured here: FP z-score; hits read low
Numbers without * were called inactive; & = joins results of further samples.

The first two records, ahead of the listing:
Compound	PV pol inh	PV pol inh FP z-score
CC1=C(C(=O)OCC2CCCCC2)C(c2cccc(F)c2F)CC(=O)N1 (configuration not stated)	109	0.9
COC(=O)/C=C/C(=O)Nc1ccccc1	101	0

All compounds of this part (from the top)
Compound	PV pol inh	PV pol inh FP z-score
CC1=C(C(=O)OCC2CCCCC2)C(c2cccc(F)c2F)CC(=O)N1 (configuration not stated)	109	0.9
COC(=O)/C=C/C(=O)Nc1ccccc1	101	0
COc1ccc(NC(=O)c2c(NCc3sccc3C)sc3c2CCCCC3)c(OC)c1	111	1.1
O=C(c1ccccc1)N1CCN(CC#CC2(O)CCCCC2)CC1	108	1
CCOC(=O)C1(C)C=C(Nc2cccc(C)c2)C(=O)N1c1ccccc1 (configuration not stated)	113	0.3
COc1ccc(-c2oc(/N=C/N3CCCCC3)c(C#N)c2-c2ccc(OC)cc2)cc1	103	0.8
CN1CCN(S(=O)(=O)c2ccc(Br)c3ccccc23)CC1	102	0.1
CC(=O)NC(C(=O)c1ccccc1)N1CCCCC1 (configuration not stated)	101	0
Cc1ccc(C)n1-c1ccc(Oc2ccc(Br)cc2)cc1	103	0.5
CC(C)NC(=O)C1CCN(c2nc3ccccc3nc2C(F)(F)F)CC1	100	-1.5
CCOC(=O)c1ccc(NC(=O)CCCc2nc(-c3ccccc3Cl)no2)cc1	106	-0.1
CO[C@@H]1[C@@H](OC(N)=O)[C@@H](O)[C@H](Oc2ccc3c(O)c(NC(=O)c4ccc(O)c(CC=C(C)C)c4)c(=O)oc3c2C)OC1(C)C	99	-0.2
Cc1cccc(S(=O)Cc2ccc(C(=O)NC3CCCC3)o2)c1 (configuration not stated)	102	-0.1
CNC(=O)c1cccc(NC(=O)C2=CSCCO2)c1	100	-0.6
COc1cc(C(=O)NCCC(=O)NC2CCCCC2)cc(OC)c1OC	99	-0.5
CN(C(=O)CSc1nc2ccccc2n1CC(=O)N(C)C1CCCCC1)c1ccc(F)cc1	105	-0.2
CCc1ccccc1N1C(=O)NC(=O)/C(=C\c2ccc(N(CC)CC)o2)C1=O	126	8
CC(=O)Nc1ccc(C2N3CCCN23)cc1 (configuration not stated)	102	-0.1
CCOC(=O)c1[nH]c2ccc(OC)cc2c1NC(=S)N1CCOCC1	101	0
CN1C(=O)CSC1=Nc1cccc(C(=O)O)c1	100	-0.6
CC1=C2C[C@H]3[C@@H](CC=C4C[C@@H](O)CC[C@@]43C)[C@@H]2CC[C@]12O[C@@H]1C[C@H](C)CN[C@H]1[C@H]2C	101	0.2
CCOC(=O)c1ccc(NC(=O)c2ccc[n+]([O-])c2)cc1	101	-0.2
Cc1ccc2oc(-c3ccc(N(C)C)cc3)cc(=O)c2c1	43	-6
N#Cc1ccc(NC(=O)COC(=O)CN2CSCC2=O)cc1	103	0
CCCCc1c(-c2ccccc2)nc(N)c(C#N)c1-c1ccc(O)c(OC)c1	105	0.2

14 structures out of the list, sorted by heavy-atom count, ascending:
Compound	PV pol inh	PV pol inh FP z-score
CC(=O)Nc1ccc(C2N3CCCN23)cc1 (configuration not stated)	102	-0.1
CN1C(=O)CSC1=Nc1cccc(C(=O)O)c1	100	-0.6
CC(=O)NC(C(=O)c1ccccc1)N1CCCCC1 (configuration not stated)	101	0
CN1CCN(S(=O)(=O)c2ccc(Br)c3ccccc23)CC1	102	0.1
N#Cc1ccc(NC(=O)COC(=O)CN2CSCC2=O)cc1	103	0
Cc1cccc(S(=O)Cc2ccc(C(=O)NC3CCCC3)o2)c1 (configuration not stated)	102	-0.1
CCOC(=O)c1[nH]c2ccc(OC)cc2c1NC(=S)N1CCOCC1	101	0
CC(C)NC(=O)C1CCN(c2nc3ccccc3nc2C(F)(F)F)CC1	100	-1.5
CCc1ccccc1N1C(=O)NC(=O)/C(=C\c2ccc(N(CC)CC)o2)C1=O	126	8
CCOC(=O)c1ccc(NC(=O)CCCc2nc(-c3ccccc3Cl)no2)cc1	106	-0.1
CC1=C2C[C@H]3[C@@H](CC=C4C[C@@H](O)CC[C@@]43C)[C@@H]2CC[C@]12O[C@@H]1C[C@H](C)CN[C@H]1[C@H]2C	101	0.2
COc1ccc(NC(=O)c2c(NCc3sccc3C)sc3c2CCCCC3)c(OC)c1	111	1.1
CN(C(=O)CSc1nc2ccccc2n1CC(=O)N(C)C1CCCCC1)c1ccc(F)cc1	105	-0.2
CO[C@@H]1[C@@H](OC(N)=O)[C@@H](O)[C@H](Oc2ccc3c(O)c(NC(=O)c4ccc(O)c(CC=C(C)C)c4)c(=O)oc3c2C)OC1(C)C	99	-0.2

Next records.
Compound	PV pol inh	PV pol inh FP z-score
Cc1oc2cc(OCC(=O)O)ccc2c(=O)c1-c1ccc2c(c1)OCCO2	105	1
N#Cc1ccc(NC(=O)c2ccc(Br)o2)cc1	103	0.2
Cc1cccc(-c2nnc(SCc3ccc(C#N)cc3)n2CC(N)=O)c1	101	-0.2
COc1c(Cl)cc(Cl)cc1C(=O)Nc1cccc2cccnc12	112	1.8
Cc1ccc(NC(=O)Nc2c(C)n(C)n(-c3ccccc3)c2=O)c(Cl)c1	104	-1.3
CCCc1cc(NCCCN(CC)CC)n2c(nc3ccccc32)c1C#N	103	1.4
CSC(=S)n1c(=Nc2ccccc2)sc2ccccc21	102	0.4
CC1=CC(=O)NC2C=CC=CC12 (configuration not stated)	101	0.4
Cc1cc(/C=C(/C#N)S(C)(=O)=O)c2c(C)ccc(C(C)C)cc1-2	98	-0.8
CC1CN(c2ncnc3scc(-c4ccccc4)c23)CC(C)O1 (configuration not stated)	106	1.1
CNC(=O)/C=C1\N(C)c2ccccc2C1(C)C	104	0.4
O=C(CSc1ncc(C(F)(F)F)cc1Cl)NC(=O)CN1CCCC1=O	102	-0.1
O=c1[nH]c2cc3c(cc2cc1CN(Cc1ccc2c(c1)OCO2)S(=O)(=O)c1ccc(F)cc1)OCO3	100	-0.4
CC(C)(C)OC(=O)NCc1nc(N)n[nH]1	103	0
Cn1cnc2c(=O)oc3ccc(S(=O)(=O)N4CCN(c5ccccc5F)CC4)cc3c21	108	0.1
Nc1nnc(SCC(=O)C2CC2)s1	100	-0.4
Cc1ccn(S(=O)(=O)c2ccccc2)n1	104	0.6
O=C(Nc1ccc(NC(=O)c2cc3ccccc3o2)cc1)c1ccccc1	108	0.7
CC(=O)OC1=CN(Cc2ccccc2)S(=O)(=O)c2ccccc21	106	0.3
CN1CCN(NC(=O)c2ccccc2CCc2ccccc2)CC1	103	1.4
COc1ccc(NC(=O)CSc2nnc(CNc3ccc(C)cc3C)o2)c(OC)c1	102	0.4
CCCCSCCCNC(=O)C1CCN(Cc2nc(-c3ccc(CC)cc3)oc2C)CC1	111	0.8
Cc1ccc(OCCCn2ccnc2)cc1	106	1.5
COc1cccc(CNC(=O)Cn2c(=O)oc3cc(S(=O)(=O)N4CCCCCC4)ccc32)c1	108	0.7
O=C1N(c2ccccc2)NC(c2ccco2)C12CCCCC2 (configuration not stated)	103	0.2
CN(C)CCNC(=O)C(c1ccccc1)c1ccccc1	104	0.4
CCc1ccc(N2C(=O)/C(=C/c3cccn3C(C)(C)C)C(=O)NC2=S)cc1	104	0.6
CC(C)(SC(=S)N1CCCCCC1)C(=O)O	100	-0.1
COC(=O)CSc1nc(-c2ccccc2)cc(-c2ccccc2)c1C#N	105	0.2
O=c1oc2ccccc2cc1-c1nc(-c2cccs2)no1	100&102	-0.5&0.2
Cc1cc(C(=O)Cn2cnc3sccc3c2=O)c(C)n1C1CC1	103	0
CC1CN(C(=O)C(C)Nc2ccc(Oc3ccccc3)cc2)CC(C)O1 (configuration not stated)	100	-0.2
O=C(COC(=O)c1cn(-c2ccccc2)nc1-c1cccs1)NC1CCS(=O)(=O)C1 (configuration not stated)	104	0.2
CNC(=O)C1CCN(S(=O)(=O)c2c(C)noc2/C=C/N(C)C)CC1	103	0.5
COc1ccc(NC(=O)Nc2nnc(N(C)Cc3ccccc3)s2)cc1	102	0.1
CCc1ccc(NC(=O)CSc2nccn2-c2cccc(C)c2C)cc1	102	-1.2
Cc1noc(C)c1COc1ncnc2ccccc12	100	-0.3
COC(=O)CCSCc1cn2cc(Cl)ccc2n1	101	-0.7
O=C1C2CCN(CC2)C1Cc1ccc(OCCOc2ccccc2)cc1 (configuration not stated)	108	0.9
O=C(NCCC1=CCCCC1)c1ccc2c(c1)N(Cc1cccc(Cl)c1)C(=O)c1ccccc1S2(=O)=O	107	0.2
CC(C)(C)c1ccc(NC(=O)NC2CCCc3ccccc32)cc1 (configuration not stated)	106	0.2
COc1ccccc1CNC(=O)CC(c1ccc(C)cc1)N1Cc2ccccc2C1=O (configuration not stated)	109	0.2
COc1ccc2cc1Oc1ccc(cc1)C[C@H]1c3cc(c(OC)cc3CCN1C)Oc1c(OC)c(OC)cc3c1[C@H](C2)N(C)CC3	103&100&101	0.5&0.1&0.1
O=S(=O)(/N=C1\C=C2N(CCO)CCOC2(O)c2ccccc21)c1ccccc1 (configuration not stated)	91	-2.1
COc1ccc(C2CC(=O)c3cc(-c4nc(-c5cccc([N+](=O)[O-])c5)cs4)c(=O)n(-c4ccccc4N)c3C2)cc1 (configuration not stated)	102	-0.2
CS(=O)(=O)N(CC(=O)O)c1cccc2ccccc12	101	-0.2
Cc1cc(-c2onc(C)c2C(=O)NC(=O)Nc2ccccc2)no1	102	-0.5
O=C(CSC1CCCCC1)NC1CCCC1	103	0.4
CC(C)(C)NC(=O)c1ccccc1C(=O)NC(C)(C)C	102	0.5
Cc1ccc(NS(=O)(=O)c2cc(Br)cc3c2N(C(=O)C2CC2)CC3)cc1C	101	-0.5

(listing goes on)
SMILES | PV pol inh | PV pol inh FP z-score
CCOC(=O)C1CCN(C(=O)Cn2nc(C)n3c(cc4c(OC)cccc43)c2=O)CC1 | 99 | -2.2
Cc1ccc(NC(=O)Cn2c(=O)n(-c3ccc(Cl)c(Cl)c3)c(=O)c3c(C)c(C)sc32)c(C)c1 | 107 | 0.3
CCOCCCNc1nc2nc3ccc(C)cn3c(=O)c2cc1C(=O)NC1CCCCC1 | 100 | -0.5
Cc1ccc(CNc2ccc(-c3nc(-c4ccncc4)no3)cc2[N+](=O)[O-])cc1 | 107 | -0.2
CCCS(=O)(=O)N1CCN(Cc2ccc(OC)c(OCC)c2)CC1 | 103 | 0.5
CC(C)N(Cc1nnc(-c2ccccc2)o1)C(=O)COc1ccc(C#N)cc1 | 115 | 1.3
CCOc1ccc(-n2c(=O)c3sccc3n(CC(=O)NC3CCCC3)c2=O)cc1 | 102 | 0.6
C=CC[n+]1ccc(/C=C/c2ccccc2O)c2ccccc21 | 105 | 0.9
CCOc1ccccc1-c1nc(C(N)=O)c2c(n1)n(-c1ccc3c(c1)OCO3)c(=O)n2C | 108 | 0.4
COc1ccc(CCn2c(C)cc(C(=O)Cn3cnc4c(oc5ccccc54)c3=O)c2C)cc1 | 99 | -0.7
COc1cccc(-c2cc(C(=O)N(C)c3ccccc3)no2)c1 | 102 | 0.3
Cc1ccc2nc(-c3ccc(NC(=O)[C@@H]4CCCC[C@@H]4C(=O)O)cc3)sc2c1 | 103 | 0.2
N#Cc1cccn1-c1ccccc1F | 100 | -0.2
O=C(Nc1ccc(Br)cc1F)c1cc(S(=O)(=O)NC2CCCC2)ccc1F | 102 | -1.3
c1ccc(-c2nn(-c3ccccc3)c3c2cnc2ccccc23)cc1 | 103 | 0.3
Cc1ccc(/C=C2\SC(=O)NC2=S)o1 | 50 | -10
C=CC(=O)Nc1ccc(Br)cc1 | 102 | 0.6
COCCn1c(SCC(=O)NCc2ccc3c(c2)OCO3)nnc1-c1c[nH]c2ccccc12 | 100 | -0.3
CC1CN=C(NC2CCCCC2C)S1 (configuration not stated) | 104 | 0.1
O=C(N=C1c2ccccc2CN1c1ccc(F)c(F)c1)c1cccnc1 | 101 | -0.6
CC(=O)N1N=C(c2ccccc2)CC1c1cc2cc3c(cc2nc1Cl)OCO3 (configuration not stated) | 103 | 0.2
CCSc1ccccc1C(=O)N1CC(=O)Nc2ccccc21 | 102 | -0.3
CCOC(=O)C1=C(O)CSC1=Nc1ccccc1 | 104 | 0.4
Nc1c(Cl)ncnc1NCCCn1ccnc1 | 100 | -0.2
Cc1ccc(-n2nc(C)c3c(C(=O)Nc4ccccc4C(F)(F)F)cc(C)nc32)cc1 | 105 | -0.7
NC1=NC2(CCN(Cc3ccccc3)CC2)n2c(nc3ccccc32)N1 | 99 | -0.8
O=c1[nH]c2ccc(N=Cc3ccc4c(c3)OCO4)cc2[nH]1 | 94 | -1
CCc1ccc2oc(-c3ccc(N)cc3)nc2c1 | 105 | 1.5
COc1cc2c(cc1OC)C1(CCC(O)CC1)CN(C)C2 (configuration not stated) | 105 | 0.2
CC1CCCCN1C(=O)c1ccc(S(=O)(=O)NCc2cccnc2)cc1 (configuration not stated) | 103 | 0.5
C/C=C/C(=O)OCc1ccc(Cl)cc1Cl | 104 | 0.8
Nc1nc(-c2ccc(Cl)cc2Cl)cs1 | 107 | 0.6
Cc1ccc(C(=O)NCC(c2ccc3c(c2)OCO3)N2CCOCC2)cc1C (configuration not stated) | 103 | -1
Cc1c(-c2ccccc2)[n+](=O)c(-c2ccco2)c(C)n1[O-] | 103 | 0.3
CNC(=O)c1ccc(C(=O)N(C(C)C)C(C)C)cc1 | 101 | 0.2
Cc1cc(C(=O)O/N=C(\N)c2ccc(C(C)(C)C)cc2)no1 | 105 | 0.8
NCCc1c[nH]c2ccc(O)cc12 | 100&101&98 | 0&0.2&-0.1
CCCC(N)c1cccs1 (configuration not stated) | 103 | 0.3
O=C(ON(C(=O)c1ccccc1)c1ccccc1)c1ccccc1 | 102 | -0.1
COc1ccc(OC)c(C(=O)CSc2nc3ccccc3o2)c1 | 112 | 0.5
O=C(Nc1ccc(-n2cnnn2)cc1)C1CC(=O)N(C2CCCC2)C1 (configuration not stated) | 103 | 0.3
COc1cc(C2C(C(=O)Nc3ccc(Cl)cc3)=C(C)Nc3nc(SC)nn32)cc(OC)c1OC (configuration not stated) | 103 | -0.6
Cc1sc2nc(SCc3nc(-c4cccs4)no3)n(-c3ccccc3)c(=O)c2c1C | 102 | 0
Cc1[nH][nH]c(=O)c1Sc1nc2ccccc2[nH]1 | 107 | 0.6
Oc1ccc(-n2cccc2)cc1 | 100 | -0.3
Cc1nn2c3ccccc3nc2n1CCN1CCCCC1 | 99 | -0.3
COc1ccc(CCNS(=O)(=O)c2cc(-c3cc(C)no3)ccc2OC)cc1OC | 112 | 1.1
CN1CC=C2C(C#N)=C(N)C(C#N)(C#N)C(Cc3ccccc3)C2C1 (configuration not stated) | 76 | -4.7

Compound activity: PubChem, ICCB-Longwood Screening Facility, Harvard Medical School

This is a subset; the hit share may differ from the screen's.
